# PG9 Ab binder: binders of HIV-1 gp120 antibody PG9, primary screen, biochemical, TR-FRET. HIV-1 gp120 / PG9 antibody interaction. TR-FRET gp120-PG9 antibody binding. inhibition, % at 6.7 µM. hit rate 0.43% among 360,000; in the data active means inhibition above about 8.5%
# ADAM10 inh: human ADAM10 inhibitors, primary screen, biochemical, QFRET, HTS; recombinant ADAM10, EDANS/DABCYL FRET peptide cleavage, 3 h; inhibition, % at 7 µM; hit rate 0.62% among 370,000;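 active means inhibition above a per-campaign cutoff equal to the mean of compounds falling between control-based bounds plus 3 SD, cut at about 20% in these data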;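 further: 0% = DMSO wells while the 100% control is not disclosed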
# GC-A act: GC-A stimulated cGMP production enhancers – HEK293 GC-A cells, cGMP TR-FRET, EC30 ANP, primary screen | Atrial natriuretic peptide receptor 1 (Homo sapiens), P16066 | 0% at EC30 ANP, 100% saturating ANP | activation, % at 10 µM | hit rate 0.14% among 370,000 | AID 1671463, 2021; in the data active means activation above about 40%
# hcDAF-12 act: H. contortus DAF-12 nuclear receptor activators, primary screen, cell-based, luminescence, HEK293, lit1-tk-luc reporter; activation, % at 6.8 µM; HEK293 hcDAF-12 lit1-tk-luc reporter; 0% DMSO, 100% Δ7-dafachronic acid; hit rate 1.4% among 370,000;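 active means activation above the mean of all tested compounds plus 3 SD, cut at about 5.5% in these data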;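 further: 100% = response to 3 µM Δ7-dafachronic acid high control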
# SMARCA2 activ: SMARCA2 (BRM) function activators, primary screen, cell-based, luminescence, high throughput. hit rate 1% among 370,000. activation, % at 9.1 µM. AID 652017, 2013. MG213 cells, MMTV-luciferase reporter, dexamethasone, overnight; in the data active means activation above about 7.8%;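 further: 0% = vehicle wells and 100% = reference activator wells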
# DAX1 inh-1: DAX1 (NR0B1) inhibitors, primary screen, cell-based, HEK293, Gal4-DAX1, luciferase luminescence | Nuclear receptor subfamily 0 group B member 1 (Homo sapiens), P51843 | HEK293 Gal4-DAX1 luciferase reporter | inhibition, % at 6.75 µM | hit rate 0.99% among 340,000 | AID 504766, 2011;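 active means inhibition above the mean over all tested compounds plus 3 SD, cut at about 4.2% in these data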;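 further: 0% = DAX1-transfected cells with DMSO and 100% = empty-vector control cells with DMSO; inhibition shows as a rise in luminescence from relieved DAX1 repression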
# Target sequence (P51843 207-470 limits assumed): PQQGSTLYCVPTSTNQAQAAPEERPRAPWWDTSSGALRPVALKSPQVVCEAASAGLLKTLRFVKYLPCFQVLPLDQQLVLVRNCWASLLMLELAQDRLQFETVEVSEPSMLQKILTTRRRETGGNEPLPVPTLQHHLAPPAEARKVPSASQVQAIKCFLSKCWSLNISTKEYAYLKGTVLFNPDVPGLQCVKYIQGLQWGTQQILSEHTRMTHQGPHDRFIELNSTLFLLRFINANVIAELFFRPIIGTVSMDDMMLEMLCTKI
# ssDAF12 agonist: S. stercoralis DAF-12 nuclear receptor activators, primary screen, cell-based, luminescence, HEK293, GRIP1 co-expression, lit1-tk-luc | activation, % at 6.8 µM | Nuclear hormone receptor DAF-12 (Strongyloides stercoralis) | hit rate 1% among 370,000 | HEK293 ssDAF-12/GRIP1 lit1-tk-luc reporter; % of 3 µM dafachronic acid response;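 active means activation above the mean over all tested compounds plus 3 SD, cut at about 0.9% in these data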;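 further: 0% = DMSO-only wells and 100% = 3 µM delta7-dafachronic acid wells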
# GAA850 FXN act: FXN promoter activators, primary screen, cell-based, luciferase luminescence, HEK293 lucGAA850. HEK293 lucGAA850 FXN promoter luciferase reporter, 24 h; percent of 10 µM SAHA response. activation, % at 6 µM. hit rate 0.56% among 360,000;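 active means activation above the average of all compounds screened plus 3 SD, cutoff fixed separately per campaign, cut at about 7.5% in these data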;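 further: 0% = DMSO wells and 100% = 10 µM SAHA wells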
# ADAM17 inh: ADAM17 inhibitors, primary screen, biochemical, QFRET; Disintegrin and metalloproteinase domain-containing protein 17 (Homo sapiens), P78536; inhibition, % at 6.95 µM; recombinant ADAM17, EDANS/DABCYL FRET peptide cleavage; hit rate 0.83% among 370,000;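 active means inhibition above the mean of compounds lying between control limits plus 3 SD, set per campaign, cut at about 8.5% in these data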;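 further: 0% = DMSO-only wells as the low control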
# Target sequence (P78536 215-824 limits assumed): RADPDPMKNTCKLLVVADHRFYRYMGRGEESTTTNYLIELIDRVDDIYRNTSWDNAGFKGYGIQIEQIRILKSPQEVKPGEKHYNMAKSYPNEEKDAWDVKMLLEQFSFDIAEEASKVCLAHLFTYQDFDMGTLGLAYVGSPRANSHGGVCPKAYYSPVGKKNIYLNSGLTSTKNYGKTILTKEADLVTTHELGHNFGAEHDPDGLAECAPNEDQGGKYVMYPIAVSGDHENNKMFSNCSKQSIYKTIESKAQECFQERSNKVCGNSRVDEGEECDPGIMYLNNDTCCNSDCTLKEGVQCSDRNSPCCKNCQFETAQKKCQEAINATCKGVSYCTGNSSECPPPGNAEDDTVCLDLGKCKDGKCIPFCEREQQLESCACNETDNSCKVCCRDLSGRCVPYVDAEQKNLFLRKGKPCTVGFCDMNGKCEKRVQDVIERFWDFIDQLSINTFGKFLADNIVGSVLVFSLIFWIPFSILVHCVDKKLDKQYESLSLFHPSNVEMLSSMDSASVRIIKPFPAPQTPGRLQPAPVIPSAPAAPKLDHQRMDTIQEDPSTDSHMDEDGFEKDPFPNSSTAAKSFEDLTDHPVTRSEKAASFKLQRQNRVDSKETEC
# hgDAF12 agonist: H. glycines DAF-12 receptor agonists, primary screen, cell-based, luminescence, HEK293, GAL4 fusion, UAS-luciferase. Nuclear hormone receptor DAF-12 (Heterodera glycines), GAL4 fusion. HEK293 GAL4-hgDAF12 UAS-luciferase reporter, agonist luminescence; normalized to butyrate control. activation, % at 6.8 µM. hit rate 1.8% among 370,000. AID 687014, 2013;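 active means activation above a cutoff set at the mean of all screened compounds plus 3 SD, cut at about 10% in these data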;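 further: 0% = DMSO wells and 100% = sodium butyrate wells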
# DAX1 inh-2: DAX1 (NR0B1) inhibitors on StAR promoter, primary screen, cell-based, luminescence, SF-1 (NR5A1), full-length DAX-1. HEK293T StAR-luciferase reporter, SF-1/DAX-1 repression relief. inhibition, % at 6.8 µM. hit rate 1.1% among 370,000. AID 652010, 2013;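 active means inhibition above the mean over all tested compounds plus 3 SD, cut at about 3.6% in these data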;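 further: 0% = DAX-1 cells with DMSO and 100% = cells lacking DAX-1 with DMSO; higher inhibition means more luminescence from relief of DAX-1 repression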
# The depositor's hits bear a star; / = no result given. Not a hit list; overall some 6.8% were active at least once.
SMILES	PG9 Ab binder	ADAM10 inh	GC-A act	hcDAF-12 act	SMARCA2 activ	DAX1 inh-1	ssDAF12 agonist	GAA850 FXN act	ADAM17 inh	hgDAF12 agonist	DAX1 inh-2
CN(C(=O)COC(=O)c1ccc(Cl)c(N)c1)c1ccccc1	-2.0	-27.9	1.6	-2.2	0.7	/	-1.1	1.2	-9.9	-1.6	0.3
CC(Oc1ccc(Cl)cc1)c1ccnc(N)n1 (stereo not drawn)	-3.0	4.9	0.3	-0.5	4.2	1.9	0.0	-0.1	-1.7	0.6	-0.2
CC(C)(C)NC(=O)C(c1cccc2ccccc12)n1c(=O)c(-c2ccccc2)nc2ccccc21 (stereo not drawn)	2.0	-9.5	-8.8	1.2	-2.7	/	0.2	/	-0.8	5.0	-1.1
CCc1ccc(OCC(O)CN2CCN(c3ccccn3)CC2)cc1 (stereo not drawn)	-2.2	-6.9	-0.4	-0.5	-0.1	-0.7	-0.8	0.8	-3.9	-1.0	1.2
COc1ccc(NC(=O)N(C)C[C@H]2Oc3ccc(NC(=O)Cc4ccccc4)cc3C(=O)N([C@H](C)CO)C[C@@H]2C)cc1	-1.7	-9.5	3.9	-0.3	-0.7	0.1	-1.5	-0.8	1.4	-0.7	0.8
CC(=O)c1sc(N2CCOCC2)nc1-c1ccccc1	-1.6	7.5	-4.9	0.3	3.8	0.4	-1.5	1.9	-3.4	0.5	0.1
COc1ccc(N=C2SC(CC(=O)Nc3ccccc3OC)C(=O)N2Cc2ccco2)cc1 (stereo not drawn)	-1.4	15.0	0.8	-1.3	-3.1	-1.1	-1.6	-0.5	6.8	0.5	0.4
CC(C)CCn1cnc2c(cnn2-c2ccc(F)cc2)c1=O	0.0	0.7	-0.1	0.2	-3.6	0.9	-0.9	4.2	-3.1	4.6	0.4
COc1ccc(NC(=O)OCCN2CCCC23CCC(c2ccccc2)CC3)cc1 (stereo not drawn)	/	6.2	-14.4	-1.2	/	/	-1.6	/	0.2	0.9	/
Cc1ccc(S(=O)(=O)N2CC(C)C(=O)CC2C)cc1 (stereo not drawn)	-0.1	2.6	3.7	-0.4	-1.8	-0.1	-0.6	1.6	-6.2	-3.0	-0.1
COc1ccc(S(=O)(=O)Nc2ccc3c(c2)C(=O)N([C@H](C)CO)C[C@H](C)[C@@H](CN(C)S(=O)(=O)c2c(C)noc2C)O3)cc1	-1.7	2.6	-0.3	0.3	0.4	-1.2	-1.2	1.8	-3.4	0.2	-0.1
COc1ccc(S(=O)(=O)NCC2CCCN(C(=O)c3cccnc3C)C2)cc1 (stereo not drawn)	-1.4	-5.9	/	-1.1	0.7	-2.2	-0.7	0.1	-5.0	1.5	-1.0
CCOC(=O)C(NCc1ccccc1OC)(NC(C)=O)C(F)(F)F (stereo not drawn)	-0.3	-9.3	-1.7	-1.5	-3.6	3.4	-0.4	0.7	-3.8	1.9	0.2
CCOC(=O)[C@@H]1[C@H]2COc3cc(OC)ccc3[C@H]2N2C(=O)N(c3ccc(C)cc3)C(=O)[C@]12C	1.7	8.2	-0.5	-1.1	0.5	0.0	-1.5	-2.3	-0.4	-0.7	-0.8
C[C@H](CO)N1C[C@H](C)[C@@H](CN(C)C(=O)NC2CCCCC2)Oc2ncc(Br)cc2C1=O	0.9	-2.5	2.4	0.3	-2.1	3.1	-1.1	0.8	4.6	2.3	-0.3
CCN(CC(=O)NCc1cccs1)c1nnnn1-c1ccccc1	-0.6	2.1	0.8	0.0	-0.7	0.5	-1.2	-0.2	-2.5	0.8	0.1
O=C(Nc1ccc(OCC(=O)N2CCC(Cc3ccccc3)CC2)cc1)c1ccco1	-1.7	10.1	-1.5	-2.0	-1.6	0.9	-1.8	5.3	-0.3	0.9	-1.0
CC1=NN(C(N)=S)C(=O)C1N=Nc1c(Br)cc(Br)cc1Br (stereo not drawn)	-0.4	11.3	1.1	0.0	3.4	0.7	-0.3	-0.9	0.0	-2.2	0.0
N#Cc1ccccc1OCC(=O)Nc1ccc2c(c1)OCCCO2	-0.1	-1.9	-3.2	-0.7	5.8	-0.3	-0.8	5.6	-0.1	7.5	0.6
COCCNc1nnc(SCC(=O)NC(=O)c2ccccc2OC)s1	-3.7	-3.0	-3.5	1.1	0.0	1.0	-1.4	1.3	1.7	-0.3	1.3
O=C1c2ccccc2C(Nc2ccc(F)c(Cl)c2)N1Cc1ccco1 (stereo not drawn)	1.8	-7.5	-4.0	-0.6	-3.1	1.0	-1.2	0.2	-4.7	-0.9	-0.9
COC(=O)CCC(=O)c1oc2ccccc2c1N	0.4	-21.3	-2.9	0.9	3.5	-0.6	-0.7	1.0	-3.7	3.5	0.7
COCCNC(=O)CCc1c(C)nc2c(-c3ccc(F)cc3)c(C)nn2c1C	0.1	-11.3	0.1	-1.1	-1.2	-1.0	-1.2	4.6	-0.8	0.5	-0.8
Cc1ccn2c(CN3CCOCC3)c(-c3ccccc3)nc2c1	-1.0	-33.7	3.3	1.3	6.6	0.8	-0.7	2.2	-11.4	8.2	2.8
CC1CCN(C(=O)CN2C(=O)NC(C)(c3ccc4ccccc4c3)C2=O)CC1 (stereo not drawn)	1.4	0.3	1.9	-1.5	-3.9	-0.2	-1.4	-0.1	7.1	-4.8	-1.5
Cc1ccccc1-c1nc(CS(=O)CC(=O)NCCN2CCOCC2)c(C)o1 (stereo not drawn)	-0.9	4.1	-1.2	-1.8	-0.2	0.7	-1.0	-0.3	1.4	-2.1	0.3
CCC1=C(OC(=O)N(CC)CC)N2C(=O)OC(=NCC(=O)OC)[C@]2(C)[C@H]2C1=CC[C@H]1C(=O)N(C)C(=O)[C@H]12	1.2	2.0	3.9	-0.9	-0.6	-1.0	-1.1	-0.1	-1.4	1.4	0.0
CN(Cc1ccc(C(C)(C)C)cc1)C(=O)C1CSC2(C)CCC(=O)N12 (stereo not drawn)	-1.0	-6.0	2.6	-2.1	-0.5	-0.3	-1.5	2.1	1.5	2.1	-1.4
O=[N+]([O-])c1ccc(Sc2n[nH]c(-c3ccco3)n2)nc1	-1.4	-2.0	2.2	-1.1	-0.2	1.0	-0.8	1.5	-0.1	-2.2	0.0
CCOc1ccc(-c2c[n+]3c(n2-c2ccccc2)CCCCC3)cc1	-0.8	3.3	3.6	-4.8	-7.9	-4.5	-2.5	-0.7	-1.7	-9.6	-3.1

# Retrieved by structure from above (2):
SMILES	PG9 Ab binder	ADAM10 inh	GC-A act	hcDAF-12 act	SMARCA2 activ	DAX1 inh-1	ssDAF12 agonist	GAA850 FXN act	ADAM17 inh	hgDAF12 agonist	DAX1 inh-2
N#Cc1ccccc1OCC(=O)Nc1ccc2c(c1)OCCCO2	-0.1	-1.9	-3.2	-0.7	5.8	-0.3	-0.8	5.6	-0.1	7.5	0.6
Cc1ccn2c(CN3CCOCC3)c(-c3ccccc3)nc2c1	-1.0	-33.7	3.3	1.3	6.6	0.8	-0.7	2.2	-11.4	8.2	2.8

# Remaining list, next part
SMILES	PG9 Ab binder	ADAM10 inh	GC-A act	hcDAF-12 act	SMARCA2 activ	DAX1 inh-1	ssDAF12 agonist	GAA850 FXN act	ADAM17 inh	hgDAF12 agonist	DAX1 inh-2
Cc1nn(-c2ccccc2)c(N)c1Sc1ccccc1[N+](=O)[O-]	0.3	13.4	-9.5	-0.5	-4.1	-1.8	-1.1	0.0	6.8	-1.9	-0.6
CN(C)c1cccc(C(=O)NCc2ccccc2)c1	-1.7	-25.9	-2.1	-1.4	-0.7	-0.3	0.3	0.7	-12.6	3.4	0.5
O=S(=O)(Nc1ccc2cn[nH]c2c1)c1ccccc1	0.0	3.0	0.5	4.8	-2.8	-0.5	0.1	-1.9	0.3	5.4	0.8
COc1ccc(S(=O)(=O)N2CCOC2CNC(=O)C(=O)NCC(C)C)cc1 (stereo not drawn)	-1.1	-5.0	2.8	0.7	-0.9	0.7	-1.1	-0.5	-3.0	-2.0	-0.8
COc1ccc(S(=O)(=O)Nc2cccc(-c3ccc4nncn4n3)c2)c(OC)c1	0.1	-2.4	-22.4	-1.5	-1.1	-0.1	-1.2	2.1	-1.6	-1.6	1.4
CN1CCN(c2ccccc2NC(=O)c2sc3ccccc3c2Cl)CC1	-0.3	2.8	-0.7	2.5	1.1	-0.3	-0.5	3.3	1.2	0.1	-2.1
CCN1C(=O)C(CC(=O)Nc2ccc(OC)cc2)N(CCc2ccc(F)cc2)C1=S (stereo not drawn)	0.8	12.5	-0.7	-2.0	-2.6	-0.7	-2.2	-2.0	4.4	0.9	0.2
CCN(CC)CCCNC(=S)N1CCC(c2nc3ccccc3[nH]2)CC1	-0.4	-1.7	-0.5	-0.9	-0.6	2.1	-1.9	1.2	-1.1	-1.5	0.1
CN(C)S(=O)(=O)c1ccc(Cl)c(C(=O)OCC(=O)c2ccco2)c1	2.3	-27.4	1.0	-0.7	-2.0	-0.5	-0.5	0.3	-8.0	1.0	-0.6
CC(=O)c1cccc(NC(=O)C2C3C=CC(C3)C2C(=O)O)c1 (stereo not drawn)	2.2	-5.7	-1.2	-0.1	2.6	2.9	-1.0	-0.6	-1.8	0.5	-0.3
Cc1ccc(C(=O)c2cc3ccccc3o2)cc1	1.3	-4.5	-6.7	3.2	4.5	2.8	-0.1	3.9	2.9	11.8*	1.6
Cc1ccc2oc(=O)cc(CN3CCOCC3)c2c1	-1.7	-1.3	2.5	-0.7	0.8	0.9	-0.4	0.7	-2.3	-1.4	-0.3
O=C(CN(C(=O)CSc1nnc(COc2ccccc2)o1)c1ccc(F)cc1)NC1CCCC1	-0.4	1.4	-3.0	-1.2	-1.8	0.7	-1.4	-2.1	-3.9	-0.5	-0.2
CCOc1ccc(N(CC(=O)NCCc2ccc(Cl)cc2)S(=O)(=O)c2c(C)[nH]c(=O)[nH]c2=O)cc1	0.6	0.2	2.9	-1.1	-3.5	-0.2	-1.2	1.8	-3.2	-0.6	-0.2
O=C(Nc1cccc(Cl)c1)c1nc[nH]c1C(=O)NCCN(CCNC(=O)c1[nH]cnc1C(=O)Nc1cccc(Cl)c1)CCNC(=O)c1[nH]cnc1C(=O)Nc1cccc(Cl)c1	-1.0	-8.4	-1.4	0.0	3.4	1.8	-1.5	-0.4	-3.2	-1.6	-0.1
O=C(c1ccco1)N1CCCN(Cc2nc(-c3ccc4c(c3)OCO4)no2)CC1	0.5	-0.9	2.9	-2.1	-3.1	-2.1	-1.0	2.3	-5.2	-0.1	-0.6

# Screening data from PubChem.
